# Screens (PubChem BioAssay)
# NCI-60 one-dose screen, 48 h, at 10 µM unless noted. Numbers give growth in % (100 = growth as untreated, 0 = no growth, -100 = all killed).
# SW-620: SW-620 colon cancer | 82,000 compounds, 5.2% hits | AID 1794795
# SF-295: SF-295 CNS cancer cells. 79,000 compounds, 5.6% hits. AID 1794758
# KM12: KM12 colon cancer cells. 82,000 compounds, 5% hits
# SNB-19: SNB-19 CNS cancer cells; 81,000 compounds, 2.5% hits; AID 1794751
# HCT-116: HCT-116 colon cancer; 82,000 compounds, 7.3% hits; AID 1794798
# SF-539: SF-539 CNS cancer | 81,000 compounds, 6.8% hits
# HCC-2998: HCC-2998 colon cancer; 79,000 compounds, 4.7% hits
# SNB-75: SNB-75 CNS cancer. 79,000 compounds, 5% hits. AID 1794750
# HCT-15: HCT-15 colon cancer | 82,000 compounds, 5.2% hits
# Starred values were filed as active, the others as inactive; / = no result given; & = joins results of further samples. Rule for the calls: active = growth percent below 10; inactive = the rest.
no.	SMILES	SW-620	SF-295	KM12	SNB-19	HCT-116
1	COc1ccc(-c2cc(-c3cccnc3)nc3sc4c(Cl)nnnc4c23)cc1OC	50	101	95	96	95
2	O=c1oc2ccc(-c3ccc(F)cc3F)cc2c(=O)n1-c1ccc(F)c(F)c1	13	-13*	3.3*	12	6.9*
3	CC(/C=C1\SC(=S)N(CC(=O)NC(Cc2c[nH]c3ccccc23)C(=O)O)C1=O)=C\c1ccccc1 (stereo not given)	104	104	107	99	112
4	Cc1ccc(NC(=O)c2sc3nc(-c4cccs4)ccc3c2N)cc1C	101	110	107	111	106
5	CCCCNS(=O)(=O)c1ccc(OC)c(N)c1	90	103	107	99	96
6	NCCCCC(C(=O)O)N(C(=O)OCc1ccccc1)C(=O)OCc1ccccc1 (stereo not given)	105	/	101	110	99
7	COc1ccc(-c2cnc3sc4ccc(Cl)cc4n23)cc1	94	/	90	96	95
8	CCOC(=O)c1ccc(N/C=C/C(=O)c2ccc(F)cc2)cc1	101	95	105	94	103
9	S=C(Nc1ccccn1)c1ccccn1	106	102	110	104	96
10	N#CC1=C(N)Oc2c(sc3c(F)cccc23)C1c1ccc(Cl)cc1 (stereo not given)	27	20	34	29	14

no.	SF-539	HCC-2998	SNB-75	HCT-15
1	101	115	81	70
2	12	15	15	3.1*
3	104	103	87	103
4	119	105	112	109
5	99	102	86	105
6	97	109	93	98
7	98	105	101	89
8	99	108	88	96
9	99	111	89	100
10	-0.3*	88	14	24

# As entered above.
# `Cc1ccc(NC(=O)c2sc3nc(-c4cccs4)ccc3c2N)cc1C` in SF-295 is listed with 110
# `O=c1oc2ccc(-c3ccc(F)cc3F)cc2c(=O)n1-c1ccc(F)c(F)c1` in HCC-2998 is listed with 15
# `N#CC1=C(N)Oc2c(sc3c(F)cccc23)C1c1ccc(Cl)cc1` (stereo not given) in SW-620 is listed with 27
# `COc1ccc(-c2cc(-c3cccnc3)nc3sc4c(Cl)nnnc4c23)cc1OC` in HCC-2998 is listed with 115
# `NCCCCC(C(=O)O)N(C(=O)OCc1ccccc1)C(=O)OCc1ccccc1` (stereo not given) in HCT-15 is listed with 98
# `CC(/C=C1\SC(=S)N(CC(=O)NC(Cc2c[nH]c3ccccc23)C(=O)O)C1=O)=C\c1ccccc1` (stereo not given) in HCC-2998 is listed with 103

# The main list resumes, starting seven compounds before the break.
no.	SMILES	SW-620	SF-295	KM12	SNB-19	HCT-116
4	Cc1ccc(NC(=O)c2sc3nc(-c4cccs4)ccc3c2N)cc1C	101	110	107	111	106
5	CCCCNS(=O)(=O)c1ccc(OC)c(N)c1	90	103	107	99	96
6	NCCCCC(C(=O)O)N(C(=O)OCc1ccccc1)C(=O)OCc1ccccc1 (stereo not given)	105	/	101	110	99
7	COc1ccc(-c2cnc3sc4ccc(Cl)cc4n23)cc1	94	/	90	96	95
8	CCOC(=O)c1ccc(N/C=C/C(=O)c2ccc(F)cc2)cc1	101	95	105	94	103
9	S=C(Nc1ccccn1)c1ccccn1	106	102	110	104	96
10	N#CC1=C(N)Oc2c(sc3c(F)cccc23)C1c1ccc(Cl)cc1 (stereo not given)	27	20	34	29	14
11	CC12CCCC(CC(=O)O)(C1)NC(=O)C2 (stereo not given)	105	103	105	106	102
12	CCOC(=O)c1c2c(c(C)n1C)-c1nc(Nc3ccccc3)ncc1CC2	89	53	37	101	41
13	CCOC(=O)c1nnn(CC(=O)Nc2ccccc2)c1C	101	105	99	101	92
14	O=C1C=CC2(O)OC(c3ccccc3)CC(=O)C2=C1O (stereo not given)	102	107	16	88	83
15	O=C(/C=C/c1ccc(Cl)cc1)Oc1ccc(/C=C2\CCCCC2=O)cc1	100	105	99	103	108
16	C/C=C(\C)CO[C@H]1Cc2cc3ccc(=O)oc3cc2OC1(C)C	91	98	106	99	94
17	COc1ccc2c(c1)C(O)C(CO)C(C(=O)O)C2 (stereo not given)	106	117	113	107	110
18	CC1(C)CC(=O)c2cc3c(N)c(C(=O)NCc4ccccc4)sc3nc2C1	111	101	106	109	104
19	O=C(c1nnc(Nc2cccc(Cl)c2)o1)c1c[nH]c2ccccc12	104	108	97	104	88
20	CCCCCCOc1cc(N)ccc1C(=O)NCCN(CC)CC	101	98	98	101	92

no.	SF-539	HCC-2998	SNB-75	HCT-15
4	119	105	112	109
5	99	102	86	105
6	97	109	93	98
7	98	105	101	89
8	99	108	88	96
9	99	111	89	100
10	-0.3*	88	14	24
11	99	/	92	108
12	79	35	61	33
13	98	104	91	103
14	86	101	92	65
15	105	106	90	101
16	98	107	83	95
17	107	109	102	104
18	97	102	98	101
19	110	98	98	106
20	105	106	95	100

# Later entries.
no.	SMILES	SW-620	SF-295	KM12	SNB-19	HCT-116
21	C[C@@H](O)CC[C@@]12C(I)=C3CCCC[C@@]3(C)[C@@H]1CCc1cc3c(cc12)OCO3	94	103	81	101	68
22	CN1C(=O)C(=Cc2cn(CC(O)CN3CCOCC3)c3ccccc23)C(=O)N(C)C1=O (stereo not given)	105	101	103	102	104
23	O=Nc1ccc(NC(=O)Nc2ccc([N+](=O)[O-])cc2)cc1	97	98	91	107	86
24	Cc1ccc(C2CC(c3ccc4c(c3)OCO4)=NN2C(N)=S)cc1 (stereo not given)	106	103	109	96	79
25	COc1ccc(-c2nonc2NC(=O)c2cccc(Cl)c2)cc1OC	97	99	100	104	89
26	O=S(=O)(Nc1nccs1)c1ccc(Nc2nc(-c3ccccn3)cs2)cc1	97	/	107	102	81
27	C=C(C[n+]1ccccc1)[C@@H]1CC[C@]2(C(=O)OC)CC[C@]3(C)[C@H](CC[C@@H]4[C@@]5(C)CCC(=O)C(C)(C)[C@@H]5CC[C@]43C)[C@@H]12	89	103	78	74	97
28	Clc1ccc(C2=Nn3c(N/N=C/c4ccc(OCc5ccccc5)cc4)nnc3SC2)cc1	111	94	96	104	100
29	CC(C)CC(NC(=O)COc1ccc(Cl)cc1Cl)C(=O)O (stereo not given)	102	101	107	96	92
30	CCOC(=O)N1CCN(C2=Nn3c(nnc3-c3cc(C(F)(F)F)cc(C(F)(F)F)c3)SC2)CC1	100	/	111	100	92

no.	SF-539	HCC-2998	SNB-75	HCT-15
21	102	110	96	92
22	106	97	85	106
23	101	104	96	83
24	102	111	94	96
25	99	108	87	93
26	104	100	110	107
27	94	91	84	104
28	96	116	101	100
29	104	104	/	113
30	85	/	108	105

# (cont.)
no.	SMILES	SW-620	SF-295	KM12	SNB-19	HCT-116
31	COc1ccc(NC(=S)N2CCN(c3nc(-c4ccc(C)cc4)nc4ccccc34)CC2)cc1	95	81	94	90	89
32	CCC(O)(Cc1ccccn1)Cc1ccccn1	102	111	111	103	99
33	CCCCCn1sc(=O)n(Cc2ccc(CNC(=O)OCc3ccc4c(Br)cc(Br)c(O)c4n3)cc2)c1=O	77	33	59	49	40
34	Cc1nc2n(n1)C1(C)CCCC(=O)N1c1ccccc1-2 (stereo not given)	99	105	104	97	98
35	Cn1ccc2cc(NC(=O)Cn3cc(CN4CCCCCC4)nn3)ccc21	101	103	106	97	103
36	CC(=O)N1N=C(c2ccc(Br)cc2)CC1c1c(C)nn(-c2ccccc2)c1N1CCOCC1 (stereo not given)	93	98	96	99	78
37	COc1cc(OC)c(/C=C/C(=O)c2c(N)cc(OC)cc2OC)c(OC)c1	15	4.3*	12	28	15
38	COc1ccc(-c2c(/C=C/C(=O)c3ccc(Cl)cc3)c(Cl)nc3c2c(C)nn3-c2ccccc2)cc1	103	103	93	99	106
39	Cl[Si](Cc1ccccc1)(Cc1ccccc1)Cc1ccccc1	94	97	86	101	73
40	NC(=O)c1cccc(-n2ccc3cc(NC(=O)c4ccccc4)ccc32)n1	31	52	38	46	24

no.	SF-539	HCC-2998	SNB-75	HCT-15
31	96	77	67	76
32	95	112	90	96
33	82	97	85	19
34	100	107	81	104
35	98	126	104	105
36	100	94	93	97
37	-6.0*	29	23	21
38	/	98	92	103
39	104	95	85	94
40	76	100	77	56

# Continuation:
no.	SMILES	SW-620	SF-295	KM12	SNB-19	HCT-116
41	CC12CCC3C4(C)COC(c5ccc([N+](=O)[O-])cc5)OC4CCC3(C)C1CC(C1=CCOC1=O)O2 (stereo not given)	99	82	84	90	71
42	O=C(OCC1COC(c2ccccc2)(c2ccccc2)O1)c1ccccc1 (stereo not given)	104	122	109	110	92
43	CN1CCN(C(=O)CSc2nnc(-c3cccnc3SCc3ccccc3)o2)CC1	97	90	73	82	95
44	COc1cccc(-c2cc(C(=O)Nc3ccc(/C=C/c4ccc(OC5CCN(C)CC5)cc4)cc3)ccc2OC)c1	-60*	-63*	-73*	-11*	-93*
45	Cn1cc(-c2cc3nc(-c4c[nH]c5ccc(F)cc45)cc(N)n3n2)c2ccccc21	113	104	107	100	102
46	Nc1ccc(F)c(Cl)c1	103	104	107	103	98
47	COc1ccc(-c2cc(-c3ccccc3)nc(SCCCCCC(=O)NO)n2)cc1	30	60	71	70	22
48	c1ccc(-c2cc3cc4ccccc4cn3c2)cc1	90	85	86	92	88
49	C/C(=N\N1C(=O)c2ccccc2NC1c1cccc([N+](=O)[O-])c1)c1c(O)cc(C)oc1=O (stereo not given)	95	105	111	91	94
50	CC(C)(C)NC(=S)Nc1ncccc1OCc1ccccc1Cl	87	113	94	97	82

no.	SF-539	HCC-2998	SNB-75	HCT-15
41	74	90	72	85
42	108	100	98	106
43	99	90	83	87
44	8.2*	75	-50*	-62*
45	96	108	97	103
46	99	107	86	105
47	68	79	44	78
48	104	121	90	100
49	107	104	97	104
50	110	103	70	97

# Reprinted from the part before: 2 compounds, followed by the next part.
no.	SMILES	SW-620	SF-295	KM12	SNB-19	HCT-116
49	C/C(=N\N1C(=O)c2ccccc2NC1c1cccc([N+](=O)[O-])c1)c1c(O)cc(C)oc1=O (stereo not given)	95	105	111	91	94
50	CC(C)(C)NC(=S)Nc1ncccc1OCc1ccccc1Cl	87	113	94	97	82
51	COc1cc(C(=O)/C=C/c2cc(C(=O)c3cc(OC)c(OC)c(OC)c3)ccc2OC)ccc1N	-57*	9.9*	-57*	-7.1*	-74*
52	Cc1nc(N2N=C(c3ccccc3)CC2c2cccs2)sc1C(=O)/C=C/c1ccc(Cl)cc1 (stereo not given)	106	104	102	100	110
53	Cc1ccccc1NC(=O)c1ccccc1Cl	102	111	102	110	99
54	COc1ccc(OC)c(C(=O)/C=C/c2cc3c(c(OC)c2OC)OCO3)c1	69	84	55	72	44
55	CC/C(C)=N\NC(N)=S	73	83	98	95	15
56	COC(=O)c1cc(Cl)ccc1NCC(N)c1ccccc1 (stereo not given)	93&100	99&63	97	94&87	89&82
57	O=C(Nc1ccc(Cl)cc1)c1ccccc1Cl	104	104	109	105	100
58	O=C1N=c2ccccc2=C/C1=C\N(O)c1ccccc1	95	98	86	96	108
59	O=C(O)CCC1CCC(=O)O1 (stereo not given)	104	125	111	108	106
60	CN(C)c1ccc2c(c1)C(Br)c1ccccc1-2 (stereo not given)	104	106	109	111	96

no.	SF-539	HCC-2998	SNB-75	HCT-15
49	107	104	97	104
50	110	103	70	97
51	-53*	-80*	29	-10*
52	95	101	90	106
53	97	94	100	104
54	88	86	52	47
55	105	97	96	85
56	95&100	99&93	62&57	99&104
57	119	101	109	100
58	103	104	92	98
59	105	104	112	105
60	113	106	/	107

# Other compounds follow:
no.	SMILES	SW-620	SF-295	KM12	SNB-19	HCT-116
61	N#CC1=C(NC=O)Oc2c(ccc3ccccc23)C1c1ccccc1 (stereo not given)	21	29	31	31	21
62	CN(C)c1ccc(C(c2ccc(N(C)C)cc2)c2cccc([N+](=O)[O-])c2)cc1	91	94	84	102	55
63	COc1ccc(-c2cc(-c3cc(OC)c(OC)c(OC)c3)c(C#N)c(=O)[nH]2)cc1OC	98	89	109	104	104
64	CCCCCCN=Cc1c(O)c(O)c(C(C)C)c2cc(C)c(-c3c(C)cc4c(C(C)C)c(O)c(O)c(C=NCCCCCC)c4c3O)c(O)c12	109	103	95	115	106
65	COc1cc(C(=O)/C=C/c2cccnc2Nc2ccc(Cl)cc2)cc(OC)c1OC	-71*	7.3*	-87*	-80*	-56*

no.	SF-539	HCC-2998	SNB-75	HCT-15
61	8.9*	63	2.5*	30
62	99	84	95	79
63	96	105	102	102
64	102	100	88	101
65	-80*	-84*	-75*	-46*

# Screen by screen, quoted from above.
# Compounds 15 to 25 in SNB-19, in turn: 103, 99, 107, 109, 104, 101, 101, 102, 107, 96, 104
